# HepG2 viability: HepG2 cytotoxicity, counter-screen for TGF-b inhibitors | HepG2 CAGA-GFP viability, ATP luminescence, 18 h | Potency, µM (titrated, usually from 46.1 µM), for the others: at the top dose activity change, negative = cytotoxicity, actives largely listed as cytotoxic | 410,000 tested, 0.76% active; note: potency is the fitted concentration of half-maximal effect; some results filed as inactive show a strong effect at the top dose
#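 CellTiter-Glo luminescence gave cytotoxicity after 18 hours at 37 degrees C. The cells were HepG2 CAGA-GFP in 1% FBS DMEM, stimulated with 500 pg/mL TGF-beta after compound addition. %Activity was normalised to no-cell wells (complete cell-killing) and DMSO (no toxicity), and curves were fitted and classified.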
# ATXN2 expr inh: inhibitors of ATXN2 expression | HEK-293 ATXN2-luciferase reporter, luminescence, 24 h | 360,000 tested, 0.72% active | Potency, µM (doses to about 57 µM), inactives show at the top dose activity change, negative = inhibition, usual class: inhibitors; note: potency is the fitted concentration of half-maximal effect; % is set by controls: 0 for no effect and ±100 for the full control effect; nearly all actives have a fitted effect of over 55% in size
#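 ATXN2-luciferase reporter cells (luciferase flanked by upstream and downstream ATXN2 gene portions) were treated 24 h at 37 °C with compounds at up to 57 uM. SteadyGlo luminescence gave expression; GF-AFC fluorescence gave viability.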
# SW480 rereplic: DNA re-replication induction in SW480 cells; Potency, µM (series often up to 46.1 µM), inactives show at the highest dose re-replication activation, actives largely listed as activators; 340,000 tested, 1.8% active; SW480 DNA re-replication, Hoechst DNA content imaging, 48 h; note: potency is the fitted concentration of half-maximal effect; % of control where 0% means no effect; nearly all actives have a fitted effect of over 55% in size
#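 Cells (250 per well) received 23 nL compound or DMSO by pin tool and were kept 48 hr at 37 C, 5% CO2. Nuclei were then stained with Hoechst for 40 min and scanned for DNA content.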
# HT1080-NT tox: kills 2HG-producing HT-1080-NT fibrosarcoma cells; HT-1080-NT fibrosarcoma viability, CellTiter-Glo ATP luminescence, 48 h; Potency, µM (series often up to 46.1 µM), without a hit: top-dose activity, negative = less viability, hits mostly cytotoxic; 360,000 tested, 1.6% active; AID 686970;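 note: NT is the 2HG producing partner of a matched IDH1 knockdown line; potency is the fitted concentration of half-maximal effect; 0% = DMSO-treated cells and -100% = media-only wells without cells; nearly all actives have a fitted effect of over 55% in size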
#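 Viability of the 2HG-overproducing fibrosarcoma line after 48 hours of compound exposure at 37 degrees C was determined by luminescence with CellTiter-Glo, and concentration-effect curves were then fitted and categorized.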
# MCF10A rereplic: inducers of DNA re-replication in MCF 10A breast cells; MCF 10A DNA re-replication, Hoechst nuclear intensity, 48 h; Potency, µM (top dose mostly 46.1 µM), without a hit: top-dose activity, positive = re-replication, most hits filed as activators; 350,000 tested, 2.9% active; note: potency is the fitted concentration of half-maximal effect; % of control where 0% means no effect; nearly all actives have a fitted effect of over 50% in size
# HT1080 IDH1KD tx: HT-1080 IDH1 knockdown cell toxicity (counter line); HT-1080 IDH1 knockdown viability, ATP luminescence, 48 h; Potency, µM (series often up to 46.1 µM), without a hit: at the top dose activity, negative = toxicity, most hits filed as cytotoxic; 360,000 tested, 2% active; AID 686971;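 note: potency is the fitted concentration of half-maximal effect; 0% = DMSO wells and -100% = cell-free medium wells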
#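 Using the IDH1-knockdown HT-1080 line run in the same batch and compound series as the NT line, viability after 48 h at 37 °C was determined by CellTiter-Glo luminescence and expressed as % activity.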
# IL1B secr inh: inhibitors of inflammasome signaling (IL-1 beta secretion); 360,000 tested, 4.7% active; activity change, % at 57.5 µM; THP-1 LPS/ATP IL-1B secretion, AlphaLISA, 16 h; hits give low values; AID 743279; in the data active = activity change below about -50%; inconclusive = mostly about -30% to -49%; note: % is set by controls: 0 for no effect and ±100 for the full control effect
#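 Secreted IL-1B measured by AlphaLISA bead assay after 16 h compound exposure of THP-1 cells; compounds (final up to 57.5 uM) added 1 h before LPS (250 ng/mL) and ATP (1.25 mM) stimulation; lower signal means less secretion.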
# S2 tox: reduces viability in counter-screen for ATXN expression inhibitors. Potency, µM (highest dose often 56.7 µM), usual class: cytotoxic. 400,000 tested, 0.49% active. S2 cells (HEK-293 line with an ATXN2-luciferase reporter) viability, CellTiter-Fluor protease fluorescence, 24 h; note: potency is the fitted concentration of half-maximal effect; nearly all actives have a fitted effect of over 40% in size
# KB-3-1 cytotox: kills parental KB-3-1 adenocarcinoma cells; 400,000 tested, 1.4% active; KB-3-1 viability, CellTiter-Glo ATP luminescence, 72 h; Potency, µM (titrated, usually from 46.1 µM), without a hit: at the highest dose activity change, negative = cytotoxic, hits mostly cytotoxic; AID 1347075; note: potency is the fitted concentration of half-maximal effect; % is set by controls: 0 for no effect and ±100 for the full control effect; nearly all actives have a fitted effect of over 60% in size
#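 Viability of parental KB-3-1 cells, measured by CellTiter-Glo luminescence, followed a 72 h incubation at 37 °C with pinned compounds in phenol-red-free DMEM containing 10% FBS.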
# An asterisk follows results filed as active; i = inactive; u = inconclusive; x = no result given; & = joins results of further samples; [ ] = dose if it differs, or a comment. Unless noted, calls come from the whole dose curve; as a rule, active = well fitted curve in the direction sought with a large enough effect; inconclusive = small, poorly fitted or top-dose-only effect, or another doubt; inactive = no such curve, though single readings can be large; an effect the other way counts as inactive or inconclusive.
mol	HepG2 viability	ATXN2 expr inh	SW480 rereplic	HT1080-NT tox	MCF10A rereplic	HT1080 IDH1KD tx	IL1B secr inh	S2 tox	KB-3-1 cytotox
COc1cc(NC(=O)CCc2nnc3ccc(N4CCCCC4)nn23)cc(OC)c1OC	4%	17%	-12%	-5%	-3%	-9%	4	i	0%
O=C1CCN(Cc2ccccc2)CCN1[C@H](CSc1ccccc1)Cc1ccccc1	-27%&-2%	-7%	-3%	-7%	4%	-13%	-23	i	u
c1coc(CNc2nc3ccccc3n2CCN2CCOCC2)c1	2%	4%	1%	0%	20%	2%	12	i	-3%
NC1=NC2(CCCCC2)N=C(Nc2ccc(Br)cc2)N1	-23%	-1%	-50%[inhibitor]	-12%	12%	-19%	-102*	i	23µM*
CCOc1ccc(CCNC(=O)c2csc3c2CCCCC3)cc1	-3%	6%	x	x	x	x	x	i	-6%
COc1cccc(C(=O)O/N=C(\N)c2ccccn2)c1OC	-9%	x	18%	-12%	1%	-7%	-5	i	1%
CC1=Nc2ccccc2/C1=C/c1sc(=S)n(-c2cccc(C(=O)O)c2)c1O	-1%	-7%	-2%	-7%	-2%	4%	-1	i	1%
COc1ccc2[nH]c(-c3ccccc3)cc2c1	22%	82%[activator]	0%	1%	8%	-3%	-12	i	-17%
O=C(NCCCc1nc2ccccc2n1Cc1ccc(Cl)cc1Cl)c1ccco1	-43%	-22%	x	x	x	x	x	u	-4%
CC(=O)Nc1ccc(NC(=O)CSCc2cnn(-c3ccccc3)c2-n2cccc2)cc1	8%	12%	-6%	4%	2%	3%	6	i	-1%
CCCCn1c(N)c(N(CCOC)C(=O)COC(=O)COc2cc(C)c(Cl)cc2C(C)C)c(=O)[nH]c1=O	-62%	6%	-563%[inhibitor]	-28%	0%	u	-98*	i	8%
COc1ccc(CCNC(=S)N(C)C)cc1OC	-16%	5%	-2%	22%	-4%	u	-15	i	23%
CCOC(=O)C1CCN(C(=O)COC(=O)c2cc([N+](=O)[O-])ccc2N2CCOCC2)CC1	-22%	-7%	-5%	0%	5%	0%	-11	i	21%
O=C(NC1CCS(=O)(=O)C1)c1cc(-c2ccccc2)nc2ccccc12 (stereo not given)	-23%	-16%	-24%	7%	-30%[inhibitor]	10%	-5	i	-1%
Cc1ccc(NC(=O)C2CCCN(c3ncnc4onc(C)c34)C2)c(Cl)c1 (stereo not given)	0%	-15%	x	x	x	x	x	i	2.6µM*
CN1CCN(CCCNC(=O)c2cn(C3CCCCC3)c(=O)c3c2c2ccccc2n3C)CC1	-10%	-8%	9%	-23%	15%	-5%	u	i	-2%
O=C(Nc1ccc2c(c1)OCO2)NC1(C(F)(F)F)Oc2ccccc2O1	-28%	x	-9%	-2%	u	-10%	8	x	-2%
Cc1nn(-c2ccccc2)c(C)c1Cc1ccc(O)cc1	-19%	36%	-6%	-2%	2%	-3%	-6	i	-9%
COC(=O)CS(=O)(=O)c1ccc2c(c1)CC(=O)N2	-16%	-19%	-2%	19%	-2%	16%	0	u	21%
COC(=O)c1cc(Cn2nc(C(=O)O)c3ccccc3c2=O)oc1C	-6%	1%	-8%	0%	-1%	0%	32	i	1%
COc1ccccc1CNC(=O)c1ccc(Br)o1	-6%	7%	-7%	-1%	3%	3%	-5	i	9%
COC(=O)C1=C(C)NC(=O)/C1=C\c1cccs1	-5%	16%	-1%	7%	1%	4%	-6	i	-3%
Cc1ccc(NC(=O)CSc2nnc(-c3ccncc3)n2N)cc1C	-2%	2%	2%	6%	-1%	4%	13	i	7%
COCCCNC(=S)N1CCN(C)CC1	7%	-2%	-2%	u	-7%	24%	11	i	1%
O=C(CN1CCCCCCC1)N/N=C/c1ccccc1F	-12%	-16%	1%	8%	10%	13%	-21	i	0%
Cc1ccc(S(=O)(=O)n2nc(-c3ccc(Cl)cc3)nc2NCc2ccccc2)cc1	-2%	6%	x	x	x	x	x	i	-16%
Cc1ccc(N2C(SCC(=O)O)=NC(=Nc3cccc(C)c3)C23CCCC3)cc1	6%	-19%	-7%	-8%	9%	-5%	0	i	-12%
CC(C)OC(=O)Cn1nnc2c(cnn2-c2ccccc2)c1=O	-18%	41%[activator]	-1%	-3%	0%	-1%	0	i	0%
O=C(NCCc1ccccc1)C1CCN(S(=O)(=O)N2CCCC2)CC1	10%	3%	-10%	5%	-3%	0%	29	i	1%
COc1ccc(-c2oc(=O)c3cc(OC)c(OC)cc3c2/C=C/c2cccc([N+](=O)[O-])c2)cc1	-23%	-2%	-56%[inhibitor]	2%	20%	-2%	58	i	-16%

# Additional entries follow:
mol	HepG2 viability	ATXN2 expr inh	SW480 rereplic	HT1080-NT tox	MCF10A rereplic	HT1080 IDH1KD tx	IL1B secr inh	S2 tox	KB-3-1 cytotox
CC(=O)c1ccc(OCc2nnn(CC(=O)NS(=O)(=O)Cc3ccccc3)c2-c2ccccc2)cc1	2%	3%	x	13%	x	18%	14	i	0%
CCOc1ccccc1CN1CCN(Cc2ccc3cc(F)ccc3n2)CC1CCO (stereo not given)	-57%	2%	-41%[inhibitor]	-14%	u	-10%	11	u	17%
Cn1c(CCN2CCCCC2)nc2cc(NC(=O)COc3ccc([N+](=O)[O-])cc3)ccc21	-13%	120%[activator]	u	-29%	2%	u	u	i	1%
CN(C)S(=O)(=O)c1cccc(NC(=O)COC(=O)CNC(=O)c2ccccc2F)c1	-10%	x	-5%	0%	3%	-3%	-16	i	6%
O=C(NCc1cccnc1)c1cccc2c1C(=O)N(C1CCCCC1)C2	-9%	-1%	-3%	-4%	21%	-2%	-1	i	9%
Nc1nc(-c2cccs2)cs1	5%	32%[activator]	u	-6%	u	5%	11	i	4%
CC(C)N(C(=O)[C@H]1C[C@H](CC(=O)NCCCN(C)C)C(=O)N2CCc3c([nH]c4cc(-c5ccco5)ccc34)[C@]12C)C(C)C	20µM*	u	u	u	u	u	-18	32µM*	-1%
CC(=O)c1ccc(N2CCN(S(=O)(=O)c3cc4[nH]c(=O)c(=O)[nH]c4cc3C)CC2)cc1	-1%&-5%	36%&1%[activator]	-6%	6%	0%	6%	-11	u	19%&6%
Cc1ccc(NC(=O)C(SCC(=O)O)c2ccccc2)cc1C (stereo not given)	1%	-1%	-2%	5%	1%	2%	-5	i	1%
Cc1ncc([N+](=O)[O-])n1CC(=O)NCCc1ccccc1	19%	u	-3%	7%	18%	5%	17	i	5%
CCc1sc(N(C(=O)Cc2ccccc2)c2ccc(F)cc2)nc1-c1ccccc1	-1%	6%	-2%	4%	0%	9%	15	i	-2%
Cc1ccc(CNC(=O)COc2ccc3c(c2)CCC3)cc1	4%	0%	12%	8%	10%	16%	25	i	22%
Cc1ccc(CN2CCSc3ccc(C(=O)NCc4ccco4)cc32)cc1	-3%	-16%	13%	-9%	29%	u	u	i	u
COc1ccccc1OCCOc1ccccc1/C=N/n1cnnc1	-4%	10%	17%	-1%	1%	0%	-16	i	u
CNc1snc(C)c1C(=O)OCC(=O)Nc1ccc(C)cc1F	-19%	-10%	-5%	-9%	u	-23%	-7	i	-25%
CCCCCCCCCCCCOC1OC(CO)C(O)C(O)C1NC(C)=O (stereo not given)	6%	1%	-5%	9%	19%	6%	17	i	-13%
COc1cccc(-c2csc(N3CCN(C(=S)Nc4ccccc4)CC3)n2)c1	-3%	-5%	3%	22µM*	4%	0%[9.24 µM]	-9	i	-12%
CC(C)[C@H](NC(=O)C1CCN(S(=O)(=O)c2ccc(F)cc2)CC1)C(=O)NCc1ccco1	-2%	-5%	-9%	2%	6%	2%	2	i	27%
O=C(c1cc2ccccc2cc1O)N1CCCC1	1%	x	-23%	10%	-1%	2%	4	i	-7%
C[C@H](CO)N1C[C@H](C)[C@H](CN(C)C(=O)Cc2ccncc2)Oc2ncc(Br)cc2C1=O	-9%	6%	x	13%	x	3%	12	i	13%
N#Cc1cnc(SCC(=O)Nc2ccccc2C(F)(F)F)nc1N	3%	0%	9%	10%	-3%	6%	-11	i	-6%
COc1cccc(-c2cc(CNC(=O)[C@H]3O[C@@H](n4cnc5c(N)ncnc54)[C@H](O)[C@@H]3O)no2)c1	-24%	-11%	x	1%	x	0%	-15	i	0%
O=C(CNC(=O)c1cccs1)OCC(=O)c1ccc2ccccc2c1	-2%	-21%	-1%	15%	0%	13%	34	i	-1%
COc1ccc(NC(=O)Nc2c(C)n(C)n(-c3ccccc3)c2=O)c(OC)c1	-7%	-8%	-4%	3%	0%	2%	i	i	0%
CC(/C=C/c1ccccc1)=N/NC(=O)c1cc([N+](=O)[O-])cc([N+](=O)[O-])c1	-27%	u	-5%	-1%	17%	2%	0	i	u
COc1ccc(C(=O)NC2CCCc3c2cnn3-c2cccc(C)c2C)o1 (stereo not given)	-21%	x	-4%	21µM*	u	u	0	i	u
CCN(CC)CCCN(C(=O)c1ccccc1F)c1nc(-c2ccc(OC)cc2)cs1	-41%	-22%	u	18µM*	u	u	-65*	i	-6%
COc1cc([N+](=O)[O-])c2nc(C=NNC(N)=S)ccc2c1	4%	-24%	-2%	-3%	-2%	-16%	0	i	3%
CSc1ccccc1OCc1cc(C(=O)N(C)Cc2cc(C)[nH]n2)no1	-25%	70%[activator]	13%	10%	6%	8%	-14	i	10%

# Two entries from above, with values under each structure.
# Under each structure – HepG2 viability	ATXN2 expr inh	SW480 rereplic	HT1080-NT tox	MCF10A rereplic	HT1080 IDH1KD tx	IL1B secr inh	S2 tox	KB-3-1 cytotox
CCCCCCCCCCCCOC1OC(CO)C(O)C(O)C1NC(C)=O (stereo not given)
    6%	1%	-5%	9%	19%	6%	17	i	-13%
COc1cccc(-c2csc(N3CCN(C(=S)Nc4ccccc4)CC3)n2)c1
    -3%	-5%	3%	22µM*	4%	0%[9.24 µM]	-9	i	-12%
